Screens (PubChem)
SUMO1-SIM PPI = alters human SUMO1 binding to SIM partners; P63165; SUMO1 binding to a labelled peptide, TR-FRET, 1 h; inhibition, % at 20 µM; 0.33% of 360,000 active; in the data active = inhibition above about 37%
Target sequence (P63165 whole entry, looked up): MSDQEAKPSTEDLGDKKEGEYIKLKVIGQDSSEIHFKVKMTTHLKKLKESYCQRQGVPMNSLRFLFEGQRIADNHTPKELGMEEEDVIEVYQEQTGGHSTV
Rpn11 block = inhibitors of human proteasome Rpn11; O00487; human 26S proteasome, Ub4-pepOG fluorescence polarization; 20S core pre-blocked with epoxomicin; calls only at 20 µM; 0.59% of 360,000 active; AID 588493;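 active = inhibition at 20 µM, scaled to each plate's controls, above about 33%, limit read from the data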
Target sequence (O00487 whole entry, looked up): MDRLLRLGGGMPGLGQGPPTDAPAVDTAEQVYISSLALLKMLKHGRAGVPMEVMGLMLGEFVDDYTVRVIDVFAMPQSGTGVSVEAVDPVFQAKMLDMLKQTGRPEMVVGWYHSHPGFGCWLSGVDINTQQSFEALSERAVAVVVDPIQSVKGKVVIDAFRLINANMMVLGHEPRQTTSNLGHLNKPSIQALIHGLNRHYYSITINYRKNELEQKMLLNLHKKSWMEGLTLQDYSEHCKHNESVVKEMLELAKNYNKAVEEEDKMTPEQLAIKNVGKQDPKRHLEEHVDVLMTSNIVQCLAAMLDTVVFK
SKN-1 inh = inhibitors of C. elegans SKN-1; inhibition, % at 21.8 µM; C. elegans VP596 Pgst-4::GFP/RFP ratio, acrylamide-induced, 24 h; 0.49% of 360,000 active;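 active = interference check ratio from 0.5 to 1.5 plus GFP to RFP signal ratio inhibition reaching or exceeding a fixed threshold, cut at about 30% in these data, passing the limit was not always enough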; note: some compounds called inactive have numbers as strong as hits
NRP1-CendR mod = NRP-1/CendR interaction modulation; O14786; 0.85% of 360,000 active; inhibition, % at 25 µM; FAM-RPARPAR peptide binding to NRP-1, fluorescence polarization;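 active = inhibition or corrected inhibition above about 18%, plus a signal ratio from 0.5 to 1.5, limit read from the data, passing the limit was not always enough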; note: strong numbers were not always called active
LMPTP block = blocks human LMPTP phosphatase | inhibition, % at 20 µM | recombinant LMPTP-A, OMFP fluorogenic substrate, fluorescence intensity | AID 651560 | 0.22% of 360,000 active | P24666;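 active = compounds that cut the enzyme signal by at least half of the control window in the single-dose screen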;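 note: plate controls were DMSO wells with enzyme plus substrate for no effect and substrate without enzyme for full effect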
Target sequence (P24666 whole entry, looked up): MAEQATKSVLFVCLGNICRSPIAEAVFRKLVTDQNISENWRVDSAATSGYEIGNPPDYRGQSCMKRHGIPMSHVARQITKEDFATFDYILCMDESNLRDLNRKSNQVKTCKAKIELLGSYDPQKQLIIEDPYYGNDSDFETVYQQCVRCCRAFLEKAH
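Test system – LMPTP-A phosphatase enzyme · Quantity – 0.625 nM LMPTP-A final · Reagent – OMFP substrate, 400 µM final · Dosing – one test concentration per compound, 20 µM, with 3% DMSO overall · Timing – 50 min enzyme reaction at room temperature, protected from light · Detection – fluorescence intensity · Controls – substrate-only low control, DMSO enzyme-plus-substrate high control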
STEP inh = inhibitors of human striatal-enriched phosphatase STEP | P54829 | recombinant STEP, OMFP fluorogenic substrate, fluorescence | inhibition, % at 20 µM | 0.25% of 360,000 active | AID 588621;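 active = inhibition at 20 µM, scaled per plate between control wells, above about 37%, limit read from the data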;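 note: 0% = DMSO with enzyme and substrate and 100% = substrate only without enzyme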
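Material: STEP (striatal-enriched tyrosine phosphatase) enzyme, cell-free; Compound dosing: 20 µM single dose in 1% DMSO; Technique: fluorescence read at 480 nm ex / 540 nm em; Times: reaction 20 min, ambient temperature; Medium: 50 mM Bis-Tris pH 6.0 with 2.5 mM DTT and 0.005% Tween 20; Also added: OMFP at 25 µM.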
MT1-MMP act inh = MT1-MMP (human) activation inhibition; HT1080 RFP-PRO-GFP cells, GFP/RFP ratio fluorescence, overnight; percent of plate control window, DMSO zero; P50281; AID 651647; GFP/RFP ratio change, % at 20 µM; 0.061% of 360,000 active;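 active = GFP/RFP ratio change of at least 30% with cell ATP level not reduced by more than half and red fluorescence within 50% of control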; note: strong numbers were not always called active
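Assay system: RFP-PRO-GFP reporter HT1080 cells; read-out basis: GFP/RFP fluorescence ratio; benchmarks: DMSO wells and RFP-L50D-GFP cells; doses: 20 µM single dose, 1% DMSO; schedule: overnight cell settling, then overnight compound exposure, 37 °C, 5% CO2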
NadD inh = inhibitors of Staphylococcus aureus NadD | 0.78% of 360,000 active | purified NadD enzyme, colorimetric absorbance read-out | inhibition, % at 20 µM | AID 602399; in the data active = inhibition above about 26%; note: some compounds past the cut are filed as inactive
DNMT1 inh = inhibitors of human DNMT1; P26358; DNMT1 molecular beacon, Hinp1I cleavage, fluorescence; inhibition (reported as % activation of signal), % at 10 µM; 0.83% of 360,000 active; AID 588458; in the data active = inhibition above about 50%
Scp1 inh = Scp-1 (human) phosphatase inhibition; Q9GZU7; Recombinant Scp1, phosphopeptide, malachite green phosphate absorbance; inhibition, % at 20 µM; 0.88% of 340,000 active; AID 493091;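 active = inhibition above about 50% at 20 µM, limit read from the data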;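 note: plate controls were DMSO wells with enzyme for no effect and wells lacking enzyme for full effect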
Target sequence (Q9GZU7 76-261 limits assumed): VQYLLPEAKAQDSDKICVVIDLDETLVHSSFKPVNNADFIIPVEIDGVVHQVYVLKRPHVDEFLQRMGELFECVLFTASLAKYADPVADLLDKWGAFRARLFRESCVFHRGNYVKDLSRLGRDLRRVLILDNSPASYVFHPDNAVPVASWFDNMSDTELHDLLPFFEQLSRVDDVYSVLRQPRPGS
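Test system – truncated SCP-1 phosphatase (76-261aa) · Reagent – Phosphorylated 17-residue peptide substrate · Incubation – 45 min room-temperature reaction, 5 min colour, 30 min stabiliser · Detection – colorimetric phosphate reagent with accelerator and stabiliser, absorbance at 630 nm · Measure – % inhibition at 20 µM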
* hit, by the source's call; i = inactive; · = not tested or not shown; + = active, no number.

Values run as follows: SUMO1-SIM PPI	Rpn11 block	SKN-1 inh	NRP1-CendR mod	LMPTP block	STEP inh	MT1-MMP act inh	NadD inh	DNMT1 inh	Scp1 inh
(1) NC(=O)C1CCN(C(=O)c2cccc(S(=O)(=O)N3CCc4ccccc4C3)c2)CC1
    4	i	-22	-6	0.2	3	1	-2	2	1
(2) Cc1cc(/C=C2\SC(=S)NC2=O)c(C)n1C
    43*	+	20	-172	7.4	-4	-32	35*	92*	-7
(3) COc1ccc(C(=O)N2CCC(C(=O)Nc3ccc4c(c3)OCO4)CC2)cc1
    0	i	2	5	-1.9	-2	3	3	0	6
(4) COc1ccc(C2C(C#N)=C(N)Oc3cc(C)n(CCN4CCOCC4)c(=O)c32)cc1OC (stereo not drawn)
    1	i	-3	6	-0.6	-7	0	3	4	4
(5) Cc1ccc(C(=O)Nc2ccccc2Oc2ccccc2)cc1[N+](=O)[O-]
    -8	i	23	3	3.2	2	1	-12	-4	-8
(6) Cc1ccc2c(cnn2C(=O)CCC(=O)NC2CCCC2)c1
    -5	i	4	4	0.3	0	4	-2	6	4
(7) Oc1c(Cl)cc(Cl)cc1C=Nc1cc(C(F)(F)F)ccc1N1CCc2ccccc2C1
    10	i	2	-9	1.3	1	2	7	-7	-8
(8) O=C(Cc1ccccc1)NNC(=S)Nc1ccc(Cl)cc1
    3	i	2	-4	-1.3	-5	0	0	-2	-3
(9) COc1nc(N)nc2c1ncn2C1OC(CO)CC1O (stereo not drawn)
    2	i	-13	15	-1.2	2	-2	-1	0	-8
(10) CCCCOC(=O)Nc1cccc(C(C)=O)c1
    2	i	21	8	-1.6	0	-3	-4	2	-4
(11) CCOc1ccc(N)c(SSc2cc(OCC)ccc2N)c1
    4	i	-11	10	0.5	0	6	2	-12	5
(12) N#C/C(=C/C1=C(N2CCOCC2)C(=C/c2ccc(Cl)cc2Cl)/CC1)C(=O)Nc1ccccc1F
    -14	+	81	-91	5.3	2	17	19	17	-10
(13) CSCC[C@H](NC(=O)[C@@H]1Cc2ccccc2CN1)C(=O)Nc1ccc2c(c1)OCCO2
    2	i	6	6	-0.1	-1	-1	-6	-3	36
(14) COCCCNC(=S)NNC(=O)c1ccc2c(c1)OCO2
    4	i	5	20	-0.6	1	-1	-4	1	7
(15) COc1cc2c(C#CCCCO)c(-c3ccsc3)oc(=O)c2cc1OC
    -6	i	14	-12	0.2	-2	-4	-16	-5	-2

The closing 5 compounds of the part above lead into the next:
Values run as follows: SUMO1-SIM PPI	Rpn11 block	SKN-1 inh	NRP1-CendR mod	LMPTP block	STEP inh	MT1-MMP act inh	NadD inh	DNMT1 inh	Scp1 inh
(11) CCOc1ccc(N)c(SSc2cc(OCC)ccc2N)c1
    4	i	-11	10	0.5	0	6	2	-12	5
(12) N#C/C(=C/C1=C(N2CCOCC2)C(=C/c2ccc(Cl)cc2Cl)/CC1)C(=O)Nc1ccccc1F
    -14	+	81	-91	5.3	2	17	19	17	-10
(13) CSCC[C@H](NC(=O)[C@@H]1Cc2ccccc2CN1)C(=O)Nc1ccc2c(c1)OCCO2
    2	i	6	6	-0.1	-1	-1	-6	-3	36
(14) COCCCNC(=S)NNC(=O)c1ccc2c(c1)OCO2
    4	i	5	20	-0.6	1	-1	-4	1	7
(15) COc1cc2c(C#CCCCO)c(-c3ccsc3)oc(=O)c2cc1OC
    -6	i	14	-12	0.2	-2	-4	-16	-5	-2
(16) Nc1c(C(=O)Nc2ccc(F)cc2)sc2nc(-c3ccco3)ccc12
    8	i	45*	-37	4.1	-2	-14	26	-11	-13
(17) COc1ccc(OC)c(-n2c(SCC(=O)Nc3cc(C)on3)nnc2-c2c[nH]c3ccccc23)c1
    1	i	10	-7	-0.5	-6	5	4	-5	13
(18) C=CCN(CC=C)C(=S)NC(=O)c1ccc(C)c(Br)c1
    4	i	9	-7	-1.0	-2	7	6	1	-10
(19) Cc1nnsc1SC(C)C(=O)O (stereo not drawn)
    3	i	-20	11	-0.9	4	-5	5	3	-6
(20) O=C(Nc1ccc(Cl)cc1)C1CCCN(c2cnccn2)C1 (stereo not drawn)
    -3	i	19	10	1.4	0	-3	3	0	-7
(21) Cc1cccc(N2CCN(CC(O)COc3ccc(Cl)cc3)CC2)c1 (stereo not drawn)
    -3	i	-11	6	-0.6	0	1	-5	7	2
(22) COc1ccc(Br)cc1/C=N/Nc1cccc(C(=O)O)c1
    6	i	1	-5	0.0	-4	2	24	-8	-5
(23) COc1ccc(CC(=O)OCCN(C)C)cc1
    -3	i	-2	-10	-0.2	1	1	1	4	-7
(24) NS(=O)(=O)c1ccc(CNC(=O)CCCSc2ccccc2)cc1
    8	i	5	5	0.3	0	-2	-2	-1	-7
(25) O=C(Cc1cccs1)N1CCN(S(=O)(=O)c2ccccc2)CC1
    0	i	-1	6	0.0	-2	-8	4	-1	-6
(26) O=[N+]([O-])C(/C=C(/Cl)[N+](=O)[O-])=C(N1CCCCC1)N1CCCCC1
    -17	i	7	-13	4.1	2	13	7	4	0
(27) CN(C)C(CNC(=O)c1cccc(C#N)c1)c1ccco1 (stereo not drawn)
    0	i	-1	1	-2.9	-1	2	-6	-2	-12
(28) Fc1ccc(F)c(NC2=NCCCCC2)c1
    2	i	2	-6	-0.1	1	-5	-1	3	-10
(29) COc1ccc(Cn2cc(CN3CC(N4CCN(C5CCN(C)CC5)CC4)CS3(=O)=O)nn2)cc1 (stereo not drawn)
    -19	·	2	3	-5.6	·	1	4	·	·
(30) OCC(O)CN1CCCC1 (stereo not drawn)
    -3	i	7	6	-0.2	0	0	-3	0	-4
(31) COc1ccc(NC(=O)C2C3CCC(C3)C2C(=O)O)cc1OC (stereo not drawn)
    1	i	6	1	0.5	-1	-1	-1	-1	-10
(32) c1ccc(Cn2nnnc2CN2CCN(c3ncccn3)CC2)cc1
    0	i	-19	3	1.7	0	3	1	4	-3
(33) Cc1ccc2c(n1)sc1c(-c3ccccc3)c(C#N)c(N)nc12
    -2	i	-18	-1	1.7	-1	3	-5	-2	-8
(34) Cc1ccc(-c2cc(C(=O)N/N=C/c3ccc(F)cc3)n[nH]2)o1
    -9	i	1	15	-0.4	2	-1	4	1	-14
(35) COc1ccc(NC(=O)c2ccccc2NC(=O)C2CCCO2)cc1 (stereo not drawn)
    5	i	11	-9	-1.1	2	1	-7	-2	-8
(36) CCn1c(SCC(=O)Nc2oc(C)c3c(C)n[nH]c(=O)c23)nnc1-c1ccco1
    -14	i	9	5	-5.6	2	-4	-4	3	·
(37) O=C(COC(=O)c1ccc(O)cc1O)NC1CCCCCC1
    1	i	-6	1	0.6	2	-5	-9	13	10
(38) Cc1cccc(OCC(=O)NCCNC(=O)c2cccnc2)c1
    -5	i	4	1	-1.0	1	3	5	0	1
(39) COc1ccc(NC(=O)CCNC(=O)Cn2ccc3ccccc3c2=O)cc1Cl
    -4	i	20	5	-0.8	-1	3	5	1	-5
(40) C=CCC(=O)N1CCC(n2nccc2NC(=O)CCOc2ccccc2)CC1
    -7	i	9	28*	-1.6	1	1	-5	0	-5
(41) CC1CCCC(NS(=O)(=O)c2ccc3c(c2)OCCO3)C1C (stereo not drawn)
    2	i	25	7	0.7	-4	-2	-1	-1	-6
(42) COCc1[nH]nc2c1C(c1cc(OC)c(O)c(OC)c1)C(C#N)=C(N)O2 (stereo not drawn)
    -7	i	16	-7	-0.9	0	-8	-3	-8	-8
(43) CC[C@]12c3[nH]c4ccc(OC)cc4c3CCN1C(=O)C(CC(=O)NCc1ccco1)C[C@@H]2C(=O)N1CCN(C(=O)C2CC2)CC1 (stereo partly drawn)
    2	i	-3	2	-1.4	-1	4	-4	1	1
(44) CCCCCNC(=O)c1nc(-c2c(F)cccc2F)oc1-c1ccccc1
    4	·	16	11	3.6	·	-4	·	·	·
(45) Cc1cc(-c2ccccc2)n(-c2ccc(C(=O)N3CCN(c4ncccn4)CC3)cc2)n1
    -1	i	17	17	0.7	5	10	-1	-2	3
(46) COc1cc(CC(=O)Nc2cc(S(C)(=O)=O)ccc2Cl)cc(OC)c1OC
    -4	i	-6	-17	-1.2	-5	0	-6	-1	12
(47) O=C(Cc1ccsc1)NNC(=O)c1ccccc1Cl
    5	i	-13	3	0.2	-2	-2	-1	3	1
(48) COc1ccc(CCN(C)C(=O)CSc2nc3ncc(Cl)cc3[nH]2)cc1OC
    1	i	-15	4	-0.1	-1	2	-3	4	-6
(49) COC(=O)c1c(NC(=O)CN2C(=O)C(=O)N(CC(C)C)C2=O)sc2c1CCCCC2
    2	i	4	-12	1.4	2	-2	5	1	-15
(50) CN(Cc1ccccc1)CC(O)COc1ccc(CNCCCOc2cccnc2)cc1 (stereo not drawn)
    16	i	-3	20	40	0	6	-5	-3	-8
(51) CCCCC(CCc1ccccn1)C(=O)c1ccccc1 (stereo not drawn)
    -3	i	10	17	-1.0	-2	-3	-6	-1	7
(52) CCc1ccc(OCC(=O)NC(NC(=S)Nc2ccccc2)C(Cl)(Cl)Cl)cc1 (stereo not drawn)
    0	i	6	10	1.1	4	-5	6	11	-8
(53) O=C(CCc1ccccc1)NNC(=O)c1ccccc1Cl
    0	i	15	-8	-0.3	-1	2	-6	-1	0
(54) Cc1ccc(OC(C)C)c(CN(CCO)CCO)c1
    16	i	3	-6	0.4	0	-1	9	-2	-6
